# Scp-1 inhibitor = inhibitors of human Scp-1 phosphatase; Recombinant Scp1, phosphopeptide, malachite green phosphate absorbance; hit rate 0.88% among 340,000; inhibition, % at 20 µM; Q9GZU7;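 active = inhibition above about 50% at 20 µM, limit read from the data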;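 note: plate controls were DMSO wells with enzyme for no effect and wells lacking enzyme for full effect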
#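 Assay system: SCP-1 catalytic fragment, aa 76-261 | Buffer or medium: Tris acetate buffer pH 5.5 with MgCl2 and Tween-20 | Compound: One concentration, 20 µM, with 1.0% DMSO | Also added: Phospho 17-mer peptide substrate | Signal: Absorbance at 630 nm | Incubation: 45 min enzyme reaction at room temperature | Measure: % inhibition of SCP-1 phosphate liberation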
# LMPTP block = blocks human LMPTP phosphatase; P24666; recombinant LMPTP-A, OMFP fluorogenic substrate, fluorescence intensity; inhibition, % at 20 µM; hit rate 0.22% among 360,000;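 active = compounds that cut the enzyme signal by at least half of the control window in the single-dose screen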;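 note: plate controls were DMSO wells with enzyme plus substrate for no effect and substrate without enzyme for full effect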
# Target sequence (P24666 whole entry, looked up): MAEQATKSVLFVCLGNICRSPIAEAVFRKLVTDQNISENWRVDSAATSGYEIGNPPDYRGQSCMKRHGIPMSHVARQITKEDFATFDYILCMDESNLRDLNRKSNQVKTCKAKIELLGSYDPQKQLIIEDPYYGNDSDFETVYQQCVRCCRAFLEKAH
#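 Assay system: LMPTP-A, protein tyrosine phosphatase of low molecular weight / Medium: pH 6.0 Bis-Tris buffer with DTT and Triton X-100 / Schedule: 50 min enzyme reaction at room temperature, protected from light / Measured by: endpoint fluorescence intensity from OMFP dephosphorylation / Read-out basis: % inhibition relative to no-enzyme and uninhibited control wells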
# CSN inh = CSN deneddylation inhibition; Q92905; inhibition, % at 12.5 µM; Purified CSN, SCF-Nedd8-OG deneddylation, fluorescence polarization; AID 651999; hit rate 0.38% among 360,000;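 active = pattern-corrected inhibition above about 35%, with an unprinted fluorescence ratio check between 0.5 and 1.5, limit read from the data, passing the limit was not always enough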;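 note: 0% = enzyme with substrate and 100% = substrate without enzyme; some results filed as inactive read as strong as hits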
# Target sequence (Q92905 whole entry, looked up, one chain of several): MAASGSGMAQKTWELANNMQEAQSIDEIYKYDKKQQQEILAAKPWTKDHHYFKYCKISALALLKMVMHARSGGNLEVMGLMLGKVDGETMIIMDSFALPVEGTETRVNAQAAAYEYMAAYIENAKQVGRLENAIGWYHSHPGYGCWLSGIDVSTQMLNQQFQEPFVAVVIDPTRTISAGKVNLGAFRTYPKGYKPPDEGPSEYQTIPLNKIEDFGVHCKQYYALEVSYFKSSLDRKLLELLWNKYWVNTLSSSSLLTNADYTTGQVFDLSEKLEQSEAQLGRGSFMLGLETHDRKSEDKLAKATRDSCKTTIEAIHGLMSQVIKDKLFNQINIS
#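 Material: purified human Csn5 enzyme expressed in HEK293T cells / Medium: Tris buffer pH 7.5, NaCl, DTT, Tween-20, trehalose, ovalbumin / Compound dosing: 12.5 µM single point / Schedule: 90 min incubation of compound, enzyme and substrate at room temperature / Signal: fluorescence polarization of the substrate / Control set: no-enzyme wells high, enzyme-with-substrate wells low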
# Rpn11 inh = blocks the human proteasome subunit Rpn11; O00487; human 26S proteasome, Ub4-pepOG fluorescence polarization; 20S core pre-blocked with epoxomicin; calls only at 20 µM; hit rate 0.59% among 360,000; AID 588493;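 active = inhibition at 20 µM, scaled to each plate's controls, above about 33%, limit read from the data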
# Target sequence (O00487 whole entry, looked up): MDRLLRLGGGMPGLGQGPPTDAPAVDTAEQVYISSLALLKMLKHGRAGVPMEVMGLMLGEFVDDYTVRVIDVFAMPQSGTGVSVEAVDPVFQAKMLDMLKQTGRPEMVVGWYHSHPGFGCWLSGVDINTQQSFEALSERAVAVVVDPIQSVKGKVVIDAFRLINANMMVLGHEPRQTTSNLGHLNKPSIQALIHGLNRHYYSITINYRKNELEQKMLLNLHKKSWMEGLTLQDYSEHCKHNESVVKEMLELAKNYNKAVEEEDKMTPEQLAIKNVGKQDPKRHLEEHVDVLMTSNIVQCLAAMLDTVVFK
# MsrA inhibitor = bovine MsrA inhibition | purified bovine MsrA, absorbance read-out | inhibition, % at 15.5 µM | hit rate 0.75% among 360,000 | AID 651718; in the data active = inhibition above about 4.5%;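 note: 0% = vehicle wells with enzyme and 100% = reference inhibitor wells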
# STEP block = inhibitors of human striatal-enriched phosphatase STEP. P54829. hit rate 0.25% among 360,000. inhibition, % at 20 µM. AID 588621. recombinant STEP, OMFP fluorogenic substrate, fluorescence;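 active = inhibition at 20 µM, scaled per plate between control wells, above about 37%, limit read from the data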;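 note: 0% = DMSO with enzyme and substrate and 100% = substrate only without enzyme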
#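 System: isolated STEP enzyme; schedule: 20 min enzyme reaction at room temperature, protected from light; medium: Bis-Tris buffer pH 6.0, 2.5 mM DTT, 0.005% Tween 20; signal: fluorescence, 480/540 nm; dosing: single compound dose of 20 µM, 1% DMSO final; also added: OMFP substrate, 25 µM final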
# NadD inh = inhibitors of Staphylococcus aureus NadD; purified NadD enzyme, colorimetric absorbance read-out; inhibition, % at 20 µM; hit rate 0.78% among 360,000; AID 602399; in the data active = inhibition above about 26%; note: some compounds past the cut are filed as inactive
# DNMT1 block = inhibitors of human DNMT1; P26358; DNMT1 molecular beacon, Hinp1I cleavage, fluorescence; inhibition (reported as % activation of signal), % at 10 µM; hit rate 0.83% among 360,000; AID 588458; in the data active = inhibition above about 50%
# Tb MetRS inh = blocks T. brucei methionyl-tRNA synthetase activity | purified T. brucei MetRS, ATP depletion, Kinase-Glo luminescence | inhibition, % at 11.9 µM | hit rate 0.4% among 360,000 | AID 624268;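 active = inhibition above a per-plate cutoff of the control wells' mean inhibition plus 3 SD, cut at about 5.5% in these data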;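 note: 0% = DMSO wells median and 100% = median of wells with control inhibitor compound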
#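 Material: parasite MetRS enzyme / Replication: singlicate, one well per compound / Signal: luminescence of leftover ATP / Schedule: 2 h aminoacylation at 25 °C after 15 min preincubation / Medium: HEPES-MgCl2-KCl buffer plus DTT, spermine, BSA, pyrophosphatase / Doses: 11.9 µM single point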
# SUMO1 PPI mod = modulators of human SUMO1-mediated protein-protein interactions; P63165; SUMO1 binding to a labelled peptide, TR-FRET, 1 h; inhibition, % at 20 µM; hit rate 0.33% among 360,000; in the data active = inhibition above about 37%
# Target sequence (P63165 whole entry, looked up): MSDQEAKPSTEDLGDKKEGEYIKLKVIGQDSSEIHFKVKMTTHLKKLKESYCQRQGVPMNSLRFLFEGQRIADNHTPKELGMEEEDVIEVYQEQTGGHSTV
# * hit, by the source's call; i = inactive; x = not tested or not shown.
SMILES,Scp-1 inhibitor,LMPTP block,CSN inh,Rpn11 inh,MsrA inhibitor,STEP block,NadD inh,DNMT1 block,Tb MetRS inh,SUMO1 PPI mod
CCn1ccnc1CN(C)Cc1cn(-c2ccc(C)cc2)nc1-c1ccc(F)cc1,-4,1.6,2,i,-0.2,3,-6,60*,-0.5,-1
CC1(C)Cc2cccc(OCC(=O)NCCc3ccccc3)c2O1,-1,-0.1,-3,i,-0.6,-1,-5,1,0.7,2
Cn1c(=O)cc(OCCCC(=O)N2CCN(c3ccccc3)CC2)c2ccccc21,-2,0.7,0,i,0.5,-1,4,0,-1.6,-3
COc1ccc(-c2cc(C(=O)N3CCOCC3)c3ccccc3n2)cc1OC,-1,1.2,1,i,2.2,2,9,1,-0.3,-2
O=C(NNC(=O)c1ccc(Cl)c(Cl)c1)c1ccncc1,-7,-1.5,-4,i,0.1,2,-4,2,1.4,4
O=C(CCN1C(=O)/C(=C\C=C\c2ccccc2)SC1=S)Nc1ccccc1C(=O)O,-2,2.2,30,i,0.2,2,13,75*,0.1,13
Cc1cc2c(c(=O)n1Cc1cccnc1)C(Cc1ccccc1)C(C#N)=C(N)O2 (configuration not stated),1,2.0,0,i,-0.3,2,6,56*,0.8,-6
O=[N+]([O-])c1cc(-c2n(-c3ccccn3)c3ccccc3[n+]2-c2ccccn2)ccc1Cl,-4,-0.2,-1,i,2.8,1,-1,-2,-0.5,-11
CC(=O)Nc1ccc2nc(NC(=O)COc3ccc([N+](=O)[O-])cc3)sc2c1,6,5.0,-3,i,1.0,-2,4,-1,-1.4,3
COc1ccc(-c2csc(Nc3cc(C)ccn3)n2)cc1OC,-3,3.4,6,i,0.4,1,-2,-18,-1.4,5
O=C(O)C1CCCN1c1ncnc2c1oc1ccccc12 (configuration not stated),-6,0.2,0,i,2.3,1,5,1,0.1,1
O=C(CN1CCC(c2nc3ccccc3s2)CC1)N1CCCCC1,-6,-0.8,-4,i,0.2,-3,2,2,-0.2,-1
CC1(C)C[C@H]2C3=CCC4[C@@]5(C)CC[C@H](O)[C@](C)(CO)C5CC[C@@]4(C)[C@]3(C)C[C@@H](O)[C@@]2(CO)[C@@H](O)[C@@H]1O (some centres not stated),-4,-0.6,0,i,-0.3,3,2,-6,1.4,-1
Cc1cccc(NC2(C(F)(F)F)N=C(c3ccccc3)NC2=O)n1 (configuration not stated),0,-2.1,-1,i,x,-4,1,2,-0.1,1
COC(=O)c1c(-n2c(C)cc(C=O)c2C)sc2c1CCCC2,-5,0.8,2,i,0.0,2,5,1,-0.1,-3
Cn1c(=O)c2c(ncn2CC(O)CNc2cccc(Cl)c2)n(C)c1=O (configuration not stated),-5,0.4,-2,i,0.9,0,-3,-4,1.1,0
COc1cc(S(=O)(=O)N2CCOCC2)ccc1NC(=O)COC(=O)/C=C/c1cc(OC)c(OC)c(OC)c1,3,-2.7,-7,i,0.8,0,-10,-8,0.2,-9
COc1ccc(CCN2CC(C(=O)NCc3cnn(C(C)C)c3)CCC2=O)cc1 (configuration not stated),-5,-2.2,3,i,-0.5,0,1,0,0.1,3
CC(NC(=O)CCNC(=O)c1ccc(Br)cc1)c1ccc(S(N)(=O)=O)cc1 (configuration not stated),3,-0.5,3,i,1.3,-2,-1,2,-0.5,5
CCSC1=NCCN1S(=O)(=O)c1ccc(F)cc1,6,-0.9,3,i,-1.5,0,4,-2,-0.5,-2
COc1ccc(NC2CCCN(C(=O)c3ccc4[nH]c(C)c(C)c4c3)C2)cc1OC (configuration not stated),-5,0.1,0,i,1.6,9,3,-4,-0.3,4
O=C(CCNS(=O)(=O)c1ccccc1)OCc1ccc([N+](=O)[O-])cc1,x,0.4,0,i,0.5,0,-9,5,-0.1,-22
Nc1nc2sc3c(c2cc1C(=O)N1CCOCC1)CCCC3,-12,-1.3,-1,i,-0.6,0,2,-2,0.0,0
COC(=O)c1ccccc1S(=O)(=O)N1CCC(C(=O)OCC(=O)c2ccccc2OC)CC1,-18,1.0,3,i,0.3,0,-9,38,-0.1,0
COc1ccc(-c2cc3ccc(OCC(N)=O)cc3oc2=O)cc1OC,-4,1.7,7,i,5.6*,0,-6,0,-0.7,-2
Cc1ccc2nc(C)cc(OCC(=O)O)c2c1,-2,-3.4,-3,i,1.6,0,-4,5,0.1,2
CC(=O)Nc1ccc(CN2CCc3c([nH]c4ccccc34)C2c2ccccn2)cc1 (configuration not stated),-1,-0.5,-2,i,0.8,4,-2,-16,-0.7,-4
COc1ccc(/C=N/NC(=O)C2C(C=C(Cl)Cl)C2(C)C)c(OC)c1 (configuration not stated),-2,2.0,6,i,0.1,0,1,2,-0.9,2
CCn1cc(S(=O)(=O)CC(=O)Nc2cccc(C)c2)c2ccccc21,-1,-0.7,-5,i,-0.3,2,-5,-2,0.5,2
COc1ccc(-c2ccc(CNCCCN3CCOCC3)o2)cc1Cl,-4,-2.6,3,i,-1.1,-2,-6,0,-0.5,-2
CCC(C)(C)NC(=O)c1ccc(Br)o1,-5,-0.9,-7,i,-1.4,-2,-7,2,0.3,7
CC1CCN(CCCNC(=O)c2ccc(N3CCCC3=O)cc2)CC1,18,-1.0,1,i,0.8,-3,-7,1,-0.1,2
CCCNC(=O)c1onc(CSc2nc3ccccc3[nH]2)c1C(=O)NCCC,-8,-0.8,0,i,-0.6,1,-1,7,-0.1,11
O=C(C[n+]1cccc2ccccc21)c1ccc([N+](=O)[O-])cc1,-3,3.3,-1,i,-0.5,-4,3,-3,0.0,-29
O=C(CCNC(=O)c1ccc([N+](=O)[O-])cc1)NC1CCCc2ccccc21 (configuration not stated),4,-1.1,-3,i,1.2,0,-8,3,0.6,-28
Cc1ccc(CNC(=O)CN(C(=O)C2(C)CC(=O)N=C3C=CC=CN32)c2cc(C)ccc2C)cc1 (configuration not stated),2,-0.9,-2,i,3.3,1,-10,1,0.1,9
CC1(C)Cc2c(cnn2-c2ccc(F)cc2)C(NC(=O)C2CCC2)C1 (configuration not stated),-2,-0.3,1,i,1.1,-1,2,-1,-0.4,14
CCCc1nc2oc3cc(OC)ccc3c(=O)c2c(=O)n1CCc1ccccc1,-4,0.2,2,i,0.8,3,1,1,0.1,-7
Cc1ccc(C)c(NC(=O)CN(C)C(=O)C2CCCC2)c1,-3,-1.6,0,i,-0.3,-4,5,4,-0.2,-2
COC(=O)c1ccccc1OS(=O)(=O)N(C)C,-10,-0.9,-1,i,-0.5,-3,0,1,-2.1,2
COc1cccc(N2CC(C(=O)NC3CCCCC3)CC2=O)c1 (configuration not stated),0,-1.7,1,i,-1.0,-5,6,-1,-1.2,1
CCCCCCCSc1nsc(N)n1,-8,0.8,-2,i,-0.1,5,0,-9,-0.6,3
CCC(=O)Nc1c(C(=O)N2CCN(c3ccccn3)CC2)cnn1-c1ccc(Cl)cc1,-12,-1.5,-3,i,-0.3,-5,-8,3,-0.3,-3
CCN(CC)CCCN=C1N[C@@H](c2cccc(F)c2)C(C(=O)OC)=C(C)N1Cc1ccccc1,103*,-1.8,2,i,-0.4,2,-2,-1,-0.4,-4
CC(CCc1ccccc1)NC(=O)c1ccc(Br)cc1 (configuration not stated),-7,1.2,2,i,-1.2,1,-4,3,-0.9,5

# Compound profiles, from the list above.
# `CC(CCc1ccccc1)NC(=O)c1ccc(Br)cc1` (configuration not stated) is listed with Scp-1 inhibitor: -7; LMPTP block: 1.2; CSN inh: 2; Rpn11 inh: i; MsrA inhibitor: -1.2; STEP block: 1; NadD inh: -4; DNMT1 block: 3; Tb MetRS inh: -0.9; SUMO1 PPI mod: 5
# `COc1cccc(N2CC(C(=O)NC3CCCCC3)CC2=O)c1` (configuration not stated) is listed with Scp-1 inhibitor: 0; LMPTP block: -1.7; CSN inh: 1; Rpn11 inh: i; MsrA inhibitor: -1.0; STEP block: -5; NadD inh: 6; DNMT1 block: -1; Tb MetRS inh: -1.2; SUMO1 PPI mod: 1

# (continued)
SMILES,Scp-1 inhibitor,LMPTP block,CSN inh,Rpn11 inh,MsrA inhibitor,STEP block,NadD inh,DNMT1 block,Tb MetRS inh,SUMO1 PPI mod
COc1ccc(O)c(/C=N/NC(=O)CCC(=O)Nc2ccc(F)cc2)c1,-15,-1.0,-2,i,1.4,-1,-4,0,-0.6,-11
CCC(C)n1c(=O)c2sccc2n2c(CCCC(=O)N3CCC(C(N)=O)CC3)nnc12 (configuration not stated),1,-1.6,5,i,0.7,1,-5,-1,-0.9,-5
CC(C)C1CC(CCN)(c2ccccc2)CCO1 (configuration not stated),1,-0.5,-5,i,-0.3,1,-4,-2,0.1,-4
O=C(C1CCCCC1)N1C[C@H](n2cc(-c3ccc(F)cc3)nn2)[C@@H](O)C[C@@H]1c1ccc(Cl)cc1,x,3.4,5,i,-0.5,0,6,0,-0.9,5
COCCNc1oc(/C=C/c2cccs2)nc1S(=O)(=O)c1ccccc1,x,-0.3,5,i,2.3,4,-12,-3,0.0,-14
CC(C)CC1(C)NC(=O)N(CC(=O)NC(=O)Nc2ccc3c(c2)OCCO3)C1=O (configuration not stated),-5,-1.5,0,i,-0.1,0,3,2,-0.8,-3
CC(=O)c1cccc(NC(=O)COC(=O)c2ccc3c(c2)OCO3)c1,3,0.7,-2,i,2.6,-2,-4,3,-0.3,-2
O=C(O)C1C2C=CC(O2)C1C(=O)NCc1ccccc1Br (configuration not stated),4,-1.6,-1,i,-0.5,-3,7,3,0.2,0
COc1cc(C(=O)NCC(c2cccs2)N2CCOCC2)ccc1OCc1ccccc1 (configuration not stated),x,-0.2,-6,i,0.5,0,2,-4,-0.4,2
O=C(NCC(=O)N1CCCCC1)c1ccc2ccccc2c1,7,-0.9,2,i,-0.3,-2,-5,7,-0.6,-7
CC(=O)c1ccc(-c2cccc3nccn23)cc1,x,2.6,-4,i,0.3,-1,5,10,-0.5,-29
O=C(c1cccc2ccccc12)C1CCCN(C(=O)CCCn2cncn2)C1 (configuration not stated),-7,-0.2,0,i,-0.8,-3,-4,-2,0.2,-4

# Results in Rpn11 inh and MsrA inhibitor (four entries from above):
Compound	Rpn11 inh	MsrA inhibitor
O=C(O)C1C2C=CC(O2)C1C(=O)NCc1ccccc1Br (configuration not stated)	i	-0.5
CC(C)C1CC(CCN)(c2ccccc2)CCO1 (configuration not stated)	i	-0.3
O=C(C1CCCCC1)N1C[C@H](n2cc(-c3ccc(F)cc3)nn2)[C@@H](O)C[C@@H]1c1ccc(Cl)cc1	i	-0.5
CC(=O)c1cccc(NC(=O)COC(=O)c2ccc3c(c2)OCO3)c1	i	2.6

# From PubChem

# Rows were taken by chance. Share with any hit: about 3.9%.
